# Screening data (PubChem BioAssay)
# TDP1 inh: TDP1 (human) enzyme inhibition | Q9NUW8 | recombinant TDP1, AlphaScreen DNA substrate cleavage | Potency, µM (titrated, usually from 130 µM), without a hit: at the highest dose activity change, negative = inhibition, usual class: inhibitors | 0.28% of 350,000 active | AID 485290; also: nearly all actives have a fitted effect of over 40% in size
# Target sequence (Q9NUW8 whole entry, looked up): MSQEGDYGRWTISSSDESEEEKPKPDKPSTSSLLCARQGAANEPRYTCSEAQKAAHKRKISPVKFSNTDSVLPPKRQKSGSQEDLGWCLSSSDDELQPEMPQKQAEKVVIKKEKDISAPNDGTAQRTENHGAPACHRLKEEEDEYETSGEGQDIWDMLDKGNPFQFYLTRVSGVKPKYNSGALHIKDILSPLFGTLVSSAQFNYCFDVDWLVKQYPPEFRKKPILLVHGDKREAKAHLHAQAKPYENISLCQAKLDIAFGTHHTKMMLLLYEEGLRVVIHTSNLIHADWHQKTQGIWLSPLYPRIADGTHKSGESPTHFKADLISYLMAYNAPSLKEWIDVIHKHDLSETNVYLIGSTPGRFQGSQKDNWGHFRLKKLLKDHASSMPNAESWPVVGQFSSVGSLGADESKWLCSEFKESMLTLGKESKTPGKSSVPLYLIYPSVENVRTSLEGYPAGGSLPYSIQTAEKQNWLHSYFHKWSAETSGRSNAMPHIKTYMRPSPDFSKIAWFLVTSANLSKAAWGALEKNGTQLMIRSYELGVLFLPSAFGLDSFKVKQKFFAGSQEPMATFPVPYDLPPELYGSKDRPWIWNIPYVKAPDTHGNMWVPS
#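 Here, a 5' biotin and 3' phosphotyrosine-FITC DNA oligonucleotide reports Tdp1 activity: intact substrate bridges AlphaScreen beads, while cleavage leaves a 3' phosphate and drops signal. All incubations at room temperature.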
# FEN1 inh: inhibitors of human flap endonuclease 1; Potency, µM (highest dose often 114 µM), for the others: at the highest dose activity change, negative = inhibition, most hits filed as inhibitors; Recombinant FEN1 flap cleavage, fluorescence, 15 min; 0.35% of 390,000 active; AID 588795; also: nearly all actives have a fitted effect of over 65% in size
# Target sequence (P39748 whole entry, looked up): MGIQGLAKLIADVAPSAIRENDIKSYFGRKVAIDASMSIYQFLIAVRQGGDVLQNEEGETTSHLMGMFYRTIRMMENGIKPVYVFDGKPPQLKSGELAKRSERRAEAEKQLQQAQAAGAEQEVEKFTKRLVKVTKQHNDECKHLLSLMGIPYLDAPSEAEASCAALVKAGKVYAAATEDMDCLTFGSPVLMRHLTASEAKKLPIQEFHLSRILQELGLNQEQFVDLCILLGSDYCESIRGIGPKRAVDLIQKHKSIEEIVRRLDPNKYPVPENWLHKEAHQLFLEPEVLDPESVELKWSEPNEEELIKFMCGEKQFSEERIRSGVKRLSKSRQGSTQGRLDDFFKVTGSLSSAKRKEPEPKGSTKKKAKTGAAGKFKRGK
#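 Reaction started by adding substrate (50 nM final) to 10 nM enzyme after 15 min room-temperature compound preincubation. Reads at 0 and 15 min, with data normalized and fitted to a four-parameter Hill equation.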
# N370S GC: N370S glucocerebrosidase modulation, Gaucher chaperone candidate; P04062; Potency, µM (series often up to 59.4 µM), for inactives: top-dose activity change, negative = inhibition, most hits filed as inhibitors; AID 2101; N370S GC spleen homogenate, 4MU-glucoside fluorescence; 0.092% of 330,000 active;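 also: 0% = full enzyme activity and -100% = no enzyme basal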
# Numbers without * were called inactive; ? = inconclusive; / = no result given; & = joins results of further samples; [ ] = another dose, or the depositor's remark. Calls follow the shape of the dose curve; as a rule, active = well fitted curve in the direction sought with a large enough effect; inconclusive = small, poorly fitted or top-dose-only effect, or another doubt; inactive = no such curve, though single readings can be large; an effect the other way counts as inactive or inconclusive. Unless noted, % is scaled to controls: 0 for no effect and ±100 for the full control effect; potency is read from the fitted curve at half-maximal effect.
SMILES,TDP1 inh,FEN1 inh,N370S GC
COc1cc(C(=O)N2CCN(Cc3ccc4c(c3)OCO4)CC2)c([N+](=O)[O-])cc1OC,/,-14.3%,4.2%
CCOC(=O)CNC(=S)N(Cc1ccc(C)cc1)Cc1ccc(C)o1,2.7%,-12.9%,-28.0%
COc1ccc(-n2nc(C(=O)N3CCN(c4cccc(C)c4C)CC3)c3c4ccccc4n(C)c3c2=O)cc1,-2.3%,14.4%,/
Cc1cccc(NC(=O)c2cc(NC(=O)C3CCCCC3C(=O)O)ccc2N2CCCCC2)c1 (stereo not drawn),3.3%,-17.0%,10.3%
Cc1cc(OC(C)C(=O)Nc2sc3c(c2C(N)=O)CCCC3)ccc1Cl (stereo not drawn),-1.9%,6.3%,/
Cc1noc(C)c1C(=O)OCC(=O)Nc1ccccc1Oc1ccccc1,2.0%,1.3%,/
CC1=C(c2ccc(C)c(C)c2)S(=O)(=O)N=C1N1CCC(C(=O)NCc2ccc(Cl)cc2)CC1,0.0%,-3.8%,/
O=C(N/N=C/c1cc2c(cc1[N+](=O)[O-])OCO2)c1ccc2c(c1)OCO2,1.1%[0.0935 µM],-6.9%,4.0%
C/C(=C\c1ccccc1F)C(=O)c1c(C)cc(C)[nH]c1=O,/,3.4%,-3.2%
c1ccc(Nc2nc(N3CCCCC3)nc(N3CCCCC3)n2)cc1,1.4%,-16.8%,13.3%
CC1(C(=O)O)COC(c2ccc(Cl)cc2)OC1 (stereo not drawn),-1.9%,1.5%,-2.9%
COCCn1c(SC(C)C(=O)NC2CCCCC2C)nc2ccccc2c1=O (stereo not drawn),0.0%,8.5%,-17.1%
C=C(C)Cn1c(=O)c2c(nc3n2CCCN3Cc2ccccc2)n(C)c1=O,3.7%,-14.3%,-5.6%
COc1cccc(CN(C)C(=O)CCC(=O)c2cc(Br)ccc2OC)c1,-5.4%,6.3%,/
CN(C)CCC1c2ccc(Cl)cc2CCc2cccnc21 (stereo not drawn) (tested in a mixture with another compound),0.0%,15.4%,5.7%
CN(CC(=O)Nc1cccc(F)c1)C(=O)c1cc([N+](=O)[O-])ccc1N1CCCCC1,0.4%,0.3%,1.6%
CSCCC(NC(=O)c1ccccc1C)C(=O)O (stereo not drawn),-2.7%,15.0%,-1.7%
CC1(C)OC(=O)N(CCC(=O)Nc2cccc(F)c2)C1(C)O (stereo not drawn),-1.1%,7.4%,-2.8%
N=C1C(c2ccccc2)=C(O)CN1NC(=O)c1ccccc1,1.2%,4.7%,-22.9%
Cn1nnnc1SCc1ccc(C(=O)Nc2ccc(Br)cc2)cc1,4.0%,-5.8%,12.6%
Cn1c(=O)[nH]c(=O)c2c1nc(Br)n2CC(O)c1ccccc1 (stereo not drawn),3.8%,-4.8%,-10.7%
CCOc1ccc(-n2c(Cc3cc(=O)[nH]c(=O)[nH]3)nnc2SC(C)C)cc1,-2.9%,0.4%,0.1%
CC(C)CC1C(C#N)=C(N)Oc2n[nH]c(-c3cccs3)c21 (stereo not drawn),5.3%,?,-26.0%
O=C(O)CCCCCCCCCC[n+]1ccccc1,6.2%,24.1%,1.9%
Cc1ccccc1NC(=S)N(C)C1(c2ccccc2Cl)CCCCC1=O (stereo not drawn),4.8%,-13.6%,-2.9%

# Following part.
SMILES,TDP1 inh,FEN1 inh,N370S GC
Cc1n[nH]c(=O)nc1N1CCN(c2ccccc2)CC1,2.3%,-2.6%,-0.9%
O=C(CSc1cccc[n+]1[O-])NC(=O)c1ccc(OC(F)F)cc1,5.9%,0.5%,9.8%
Cc1ccc(-n2ncc(C(=O)NCc3ccccc3)c2C2CCN(C(=O)OC(C)(C)C)CC2)cc1,?,-8.7%,/
CC(C)Nc1nc2c(c(=O)n(C)c(=O)n2C)n1C,2.7%,11.7%,0.4%
C=CCNCCOCCSc1ccc(Cl)cc1,-4.7%,7.0%,-1.3%
Brc1ccc(-n2cc(-c3ccccc3)c3c(NN4CCOCC4)ncnc32)cc1,8.2%,1.6%,-11.4%
CN(Cc1cccc([N+](=O)[O-])c1)Cc1cccc2ccccc12,/,2.0%,-3.3%
CCOc1ccc(CCNC(=O)Cn2cccc2C(=O)c2ccccc2)cc1OCC,-1.1%,0.1%,11.3%
COc1ccc2oc(C(=O)NCCC(C)C)c(C)c2c1,5.9%,0.5%,13.8%
COc1ccccc1Nc1cc(C(=O)NCc2cccs2)c2ccccc2n1,0.0%,2.9%,/
Cc1cc(C)c2c(c1)-c1c(ssc1=S)C(C)(C)N2C(=O)CN1C(=O)c2ccccc2C1=O,3.5%,-8.7%,8.4%
Cc1ccc(-c2nnn(CC(=O)N(c3ccccc3)C(C(=O)NC3CCCC3)c3ccco3)n2)o1 (stereo not drawn),7.1%,6.7%,1.1%
Oc1ccccc1N1CCN(C(=S)Nc2ccc(SC(F)F)cc2)CC1,3.6%,4.0%,-4.3%
Cc1cc(C)cc(NC(=O)Nc2cc(S(=O)(=O)N(C)C)ccc2C)c1,2.5%,?,-12.2%
CCc1cc2c(cc3c(=O)n(CC(=O)N4CCCCC4)nc(CC)n32)s1,4.9%,-3.3%,/
CCC[C@@H]1C[C@@H](C(=O)N[C@@H](C2O[C@H](SC)[C@H](O)[C@@H](O)[C@H]2O)[C@H](C)Cl)N(C)C1 (stereo partly drawn),-4.9%,18.0%,4.1%
COc1ccc(/C(O)=C2/C(=O)C(=O)N(CCN(C)C)C2c2ccc(OC)c(OC)c2)c(C)c1 (stereo not drawn),0.0%,5.1%,4.3%
COc1cc(OC)c(OC)cc1CNCCNC(=O)c1nonc1N,3.0%,-8.5%,-7.2%[2.35 µM]
CC(=O)Nc1ccc(S(=O)(=O)N2CCC(c3ccncc3)CC2)cc1,4.4%,-5.9%,/
COc1cccc(-n2ccnc2SCC(=O)Nc2ccccc2)c1,6.8%,0.6%,0.2%
O=C(CN1C(=O)COc2ccc(S(=O)(=O)Nc3ccccc3)cc21)NCc1ccccc1Cl,5.6%,6.3%,/
CC(Oc1ccccc1)c1nnc(SCC(=O)NC2CC2)n1C (stereo not drawn),1.2%,-5.0%,1.1%
Cn1c(=O)cc(Cl)[nH]c1=O,0.6%,4.5%,2.0%
CCOC(=O)c1nn(-c2ccc(C)c(C)c2)cc1O,-4.0%,-1.4%,7.1%
Cc1ccc(NC(=O)c2ccc(Cl)c(NC(=O)c3cccs3)c2)cc1,1.6%,-16.5%,-3.4%

# The results go on.
SMILES,TDP1 inh,FEN1 inh,N370S GC
C/C(CC(=O)NCCN1CCOCC1)=N\NC(=O)c1ccncc1,6.0%,5.3%,-1.4%
CCC1=C(OC(=O)N(CC)CC)N2C(=O)OC(=NCCc3c[nH]c4ccccc34)[C@]2(C)[C@H]2C1=CC[C@H]1C(=O)N(CC)C(=O)[C@H]12,11.7%&4.7%,3.2%,-8.1%&3.1%
COC(=O)c1ccccc1NC(=O)CSc1nnc(C(CO)NC(=O)c2ccccc2Cl)n1C (stereo not drawn),1.0%,-0.3%,-2.4%
CC[C@H](C)/C=C(C)/C=C/C1=CC2=CC(=O)[C@]3(C)OC(=O)[C@@H](C(C)=O)[C@@H]3C2=CO1,5.1%,-18.1%,-5.2%
Cc1ccc(CNC(=O)CSc2nnc3c(n2)[nH]c2ccccc23)cc1,-15.2%,-3.3%,2.0%
Cc1ccc(-c2nc(C)c(CCNC(=O)C(=O)Nc3ccc4c(c3)OCCO4)s2)cc1,5.5%,-6.1%,/
CCN(CC)S(=O)(=O)c1cc(NC(=O)CSc2nccn2C)ccc1C,0.0%,-3.8%,6.6%
CCCc1cc(=O)[nH]c(Nc2cc(OC)ccc2OC)n1,4.3%,1.1%,4.6%
CCCn1c(N)c(C(=O)CSc2nc3ccccc3s2)c(=O)[nH]c1=O,-1.6%,5.9%,-7.6%
Cc1cc(C)cc(OCc2nnc(SCC(=O)OC(C)C)o2)c1,0.0%,11.0%,-4.4%
Cc1cc(C)n(-c2ccc(NC(=O)C3CCN(Cc4ccccn4)CC3)cc2)n1,2.9%,15.5%,-8.0%
COc1cccc(C(=O)NN2c3ccccc3CCc3ccccc32)c1,1.2%,-0.9%,9.9%
N=c1ccn2c(n1)O[C@H]1[C@@H](CO)[C@H](O)O[C@H]12,/,13.5%,0.1%
Cc1ccc(C(=O)NC2CCC(C)CC2)s1 (stereo not drawn),0.0%,-5.8%,6.5%
Cc1cc(NS(=O)(=O)c2ccc(NC(=O)c3oc4ccccc4c3C)cc2)no1,3.9%,8.5%,2.8%
CSc1ccc(CCNC(=O)NCc2noc3ccccc23)cc1,0.0%,-11.6%,/
C/C(=N\NC(=O)c1ccc(NS(=O)(=O)c2cccs2)cc1)c1ccccn1,11.0%,-1.4%,0.2%
COc1ccc(/C=C2\SC(=S)N(CC(=O)N3CCN(C)CC3)C2=O)cc1,4.2%,3.5%,-0.9%
N#Cc1cccnc1Oc1ccccc1,-2.9%,3.3%,2.8%
COc1cc2[nH]c(C(=O)N3CCc4ccccc4C3)cc2c(OC)c1OC,2.7%,?,-25.3%
COc1ccc(C(=O)N2CCN(c3ccc(C)cc3)CC2)cc1OC,1.2%,-0.2%,-5.2%
CN(C)c1ccc(CNC(=O)CN2C(=O)C3CCCCN3c3ccc(C(=O)N4CCCC4)cc32)cc1 (stereo not drawn),-0.6%,14.3%,/
CC(C)N(C(=O)CSc1nc(Cc2ccccc2)nc2ccccc12)C(C)C,/,-27.6%,29.3%
CCN(CC)S(=O)(=O)c1cccc(C(=O)OCC(=O)C23CC4CC(CC(C4)C2)C3)c1,7.0%,-8.1%,-6.1%
O=C(CSc1c(Cl)cccc1Cl)NC1CCCc2ccccc21 (stereo not drawn),3.2%,-5.1%,-12.0%

# Next records follow.
SMILES,TDP1 inh,FEN1 inh,N370S GC
CC1CC(C)CN(C(=O)C(NS(=O)(=O)c2ccc(Br)s2)c2ccccc2)C1 (stereo not drawn),6.8%,?,11.9%
CC(C)OC(=O)n1c(=S)oc2ccccc21,-1.4%,-16.9%,9.3%
CC(C)n1c(N2CCN(CC(=O)NCc3cccs3)CC2)nc2ccccc21,11.9%,4.4%,-3.4%
Cc1ccc(-n2cnc(=O)c3cccnc32)cc1,6.0%,5.8%,5.6%
COc1ccc(C(=O)/C=C/Sc2nc3ccccc3o2)cc1,4.1%,-1.5%,13.3%
CC(=O)c1ccc(OC(=O)C2CSC3(C)CCC(=O)N23)cc1 (stereo not drawn),-11.2%,41.1%,/
COc1ccc(CCN2C(=NC(=O)CC(C)C)SC3CS(=O)(=O)CC32)cc1OC (stereo not drawn),/,-3.2%,17.9%
CC1CC(C)CN(CCCNC(=O)Cn2ncc3c([nH]c4ccccc43)c2=O)C1 (stereo not drawn),1.0%,16.5%,2.0%
COc1ccc(C(=S)NC2CCCCC2)cc1,-3.1%,-9.2%,-3.6%
CCCCNC(=O)c1ccc2c(c1)N=C(CC)c1ccccc1S2,0.0%,9.6%,/
CC(=O)C1=C(c2ccccc2)NC(=O)NC1c1ccccc1OCC(=O)Nc1ccccc1 (stereo not drawn),-8.0%,2.5%,-27.5%
O=C(CC(c1ccccc1)c1cc(Br)ccc1O)N1CCCC1 (stereo not drawn),-2.6%,4.1%,1.0%
COc1ccc(CC(=O)Nc2cccc(/C(C)=N/NC(=O)c3cccc([N+](=O)[O-])c3)c2)cc1,6.4%,-17.7%,6.1%
CC(=O)c1cccc(NC(=O)CSc2nnc(C(C)N(C)C)n2Cc2ccccc2)c1 (stereo not drawn),6.3%,-11.3%,-2.9%
CCN(c1cccc(C(F)(F)F)c1)S(=O)(=O)c1ccc2c(c1)CCN2C(=O)C1CC1,0.0%,9.6%,0.0%
CC(=O)Nc1sc2c(c1-c1nc3ccccc3s1)CCN(C(C)C)C2,/,?,6.9%
CCCSc1nc(C)c2cc(C)cc(C)c2n1,0.5%,-1.1%,2.2%
CC(C)CNc1nnnc2c1sc1nc(N3CCOCC3)c3c(c12)CC(C)(C)SC3,5.9%,-6.0%,1.4%
CCCc1[nH]nc2c1C(c1ccc(OC)c(Cn3nnc4ccccc43)c1)C(C#N)=C(N)O2 (stereo not drawn),2.0%,-6.8%,3.1%
O=c1c2ccccc2[nH]c(=S)n1CCCN1CCC(Cc2ccccc2)CC1,/,-18.3%,-6.5%
COc1ccc2[nH]c(=O)c(C3c4cc(OC)c(OC)cc4CCN3C(=O)c3ccco3)cc2c1 (stereo not drawn),/,-11.4%,29.1%

# Molecules listed so far that contain a COOH group (4):
SMILES,TDP1 inh,FEN1 inh,N370S GC
Cc1cccc(NC(=O)c2cc(NC(=O)C3CCCCC3C(=O)O)ccc2N2CCCCC2)c1 (stereo not drawn),3.3%,-17.0%,10.3%
CC1(C(=O)O)COC(c2ccc(Cl)cc2)OC1 (stereo not drawn),-1.9%,1.5%,-2.9%
CSCCC(NC(=O)c1ccccc1C)C(=O)O (stereo not drawn),-2.7%,15.0%,-1.7%
O=C(O)CCCCCCCCCC[n+]1ccccc1,6.2%,24.1%,1.9%
